Compound activity (PubChem)
NOD2 RIPK2 PPI: NOD2-RIPK2 protein interaction inhibition; O43353; CHO BLA complementation NOD2-RIPK2, CCF4 ratio; inhibition, % at 4.98 µM; 360,000 tested, 0.38% active; in the data active means inhibition above about 21%;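 further: 0% = vehicle only and 100% = reference blocker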
ABHD5 PLIN5 PPI: ABHD5-PLIN5 protein interaction inhibition; 360,000 tested, 0.78% active; Split G. princeps luciferase complementation, luminescence, 4 h; AID 602281; Q00G26+Q8WTS1; inhibition, % at 4 µM;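 active means inhibition above the mean inhibition across every tested compound plus 3 SD, cut at about 22% in these data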;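 further: 0% = DMSO only wells and the 100% control is not disclosed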
Exocytosis inh: blocks lytic granule exocytosis; TALL-104 LAMP-1 surface exposure, flow cytometry; cells stimulated with thapsigargin and PMA; 360,000 tested, 0.66% active; inhibition, % at 10 µM;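 active means inhibition above about 55%, limit read from the data; inconclusive means no clear call, values can overlap the other calls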
ABCB6 inh 2: human ABCB6 transporter inhibition; AID 602162; K562-ABCB6 porphyrin accumulation, flow cytometry, 1 h; hits give low values; 360,000 tested, 0.19% active; fluorescence ratio to DMSO, % at 10 µM;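 active means fluorescence ratio to DMSO below 75%, the collection mean minus 3 SD; inconclusive means too few cells collected in the well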;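 further: signal is porphyrin accumulated inside mitochondria; 100% equals median channel fluorescence of DMSO control wells; lower ratio means ABCB6 inhibition with less porphyrin fluorescence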
Glyco luc inh: N-linked glycosylation inhibition; 360,000 tested, 0.23% active; reporter increase, % at 12.5 µM; D54 ERlucT glycosylation luciferase reporter, 24 h; percent of 100 nM tunicamycin response;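 active means mean luciferase reporter signal, scaled so untreated is 0 and the glycosylation-blocking control 100, at or above a set limit in every replicate; inconclusive means mean reaches the limit but not every replicate does; inactive means mean below the limit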;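 further: luciferase carries N-glycosylation sites so blocking glycosylation raises the light; 0% = median of neutral control wells and 100% = median of 100 nM tunicamycin wells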
Vif imaging: blocks HIV Vif function | HEK293T cells, Vif self-association by quenched fluorescence, imaging, 24 h | 340,000 tested, 0.35% active | inhibition, % at 7.49 µM; in the data active means inhibition above about 50%, passing the limit was not always enough; inconclusive means no clear call, values can overlap the other calls; inactive means below about 31%; further: some results filed as inactive read as strong as hits
MC4R ag barr: activates human MC4R beta-arrestin recruitment. 360,000 tested, 0.98% active. activation, % at 8.9 µM. P32245. U2OS MC4R beta-arrestin complementation, luminescence; percent of melanotan II response, DMSO zero;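 active means activation above a per-plate cutoff, the mean activation of sample wells on that plate plus 3 SD, cut at about 8% in these data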
MC4R antagonist: antagonists of human melanocortin 4 receptor (MC4R) | P32245 | 360,000 tested, 0.48% active | MC4R-expressing cells, MTII-stimulated cAMP, LANCE TR-FRET | inhibition, % at 6.5 µM;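 active means inhibition above its plate's cutoff, the mean of tested wells on that plate plus 3 SD, cut at about 29% in these data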;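 further: 0% = Melanotan II alone and 100% = Melanotan II plus saturating MCL0020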
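System – human MC4R-expressing U2OS cells · Also added – Melanotan II · Dosing – one concentration, 6.5 µM nominal · Timing – 30-min compound, 1-h challenge, 1-h detection, room temperature · Measured by – Eu-cAMP/anti-cAMP TR-FRET, emission 671 nm · Replicates – singlicate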
aDG glyco up: increases alpha dystroglycan glycosylation | 360,000 tested, 0.22% active | Pro5-aDG cells, alpha-DG glycosylation AlphaScreen (IIH6); 0% Pro5, 100% B10-LARGE cell signal | AID 624168 | activation, % at 10 µM;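 active means activation of at least 8% versus controls, or a plate z-score of at least 8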;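 further: Pro5 are CHO cells carrying HIG-tagged alpha-DG that lacks glycosylation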
TLR9-MyD88 inh: inhibitors of human TLR9-MyD88 binding; 340,000 tested, 0.21% active; inhibition, % at 4.98 µM; AID 504734; CHO BLA complementation TLR9-MyD88, CCF4 FRET ratio; Q9NR96+Q99836;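 active means inhibition above the mean over all tested compounds plus 3 SD, cut at about 21% in these data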;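 further: 0% = DMSO only wells and 100% = clavulanate BLA inhibitor control wells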
Target sequence (Q99836 whole entry, looked up): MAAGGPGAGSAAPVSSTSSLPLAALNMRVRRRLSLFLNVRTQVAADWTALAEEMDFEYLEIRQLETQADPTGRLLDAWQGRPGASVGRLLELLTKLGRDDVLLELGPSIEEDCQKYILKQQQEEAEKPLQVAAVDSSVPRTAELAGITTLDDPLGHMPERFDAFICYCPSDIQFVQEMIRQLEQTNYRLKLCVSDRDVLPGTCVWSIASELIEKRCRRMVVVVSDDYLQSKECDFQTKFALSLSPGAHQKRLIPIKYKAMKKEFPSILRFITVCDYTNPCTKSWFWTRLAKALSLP
Target sequence (Q9NR96 whole entry, looked up): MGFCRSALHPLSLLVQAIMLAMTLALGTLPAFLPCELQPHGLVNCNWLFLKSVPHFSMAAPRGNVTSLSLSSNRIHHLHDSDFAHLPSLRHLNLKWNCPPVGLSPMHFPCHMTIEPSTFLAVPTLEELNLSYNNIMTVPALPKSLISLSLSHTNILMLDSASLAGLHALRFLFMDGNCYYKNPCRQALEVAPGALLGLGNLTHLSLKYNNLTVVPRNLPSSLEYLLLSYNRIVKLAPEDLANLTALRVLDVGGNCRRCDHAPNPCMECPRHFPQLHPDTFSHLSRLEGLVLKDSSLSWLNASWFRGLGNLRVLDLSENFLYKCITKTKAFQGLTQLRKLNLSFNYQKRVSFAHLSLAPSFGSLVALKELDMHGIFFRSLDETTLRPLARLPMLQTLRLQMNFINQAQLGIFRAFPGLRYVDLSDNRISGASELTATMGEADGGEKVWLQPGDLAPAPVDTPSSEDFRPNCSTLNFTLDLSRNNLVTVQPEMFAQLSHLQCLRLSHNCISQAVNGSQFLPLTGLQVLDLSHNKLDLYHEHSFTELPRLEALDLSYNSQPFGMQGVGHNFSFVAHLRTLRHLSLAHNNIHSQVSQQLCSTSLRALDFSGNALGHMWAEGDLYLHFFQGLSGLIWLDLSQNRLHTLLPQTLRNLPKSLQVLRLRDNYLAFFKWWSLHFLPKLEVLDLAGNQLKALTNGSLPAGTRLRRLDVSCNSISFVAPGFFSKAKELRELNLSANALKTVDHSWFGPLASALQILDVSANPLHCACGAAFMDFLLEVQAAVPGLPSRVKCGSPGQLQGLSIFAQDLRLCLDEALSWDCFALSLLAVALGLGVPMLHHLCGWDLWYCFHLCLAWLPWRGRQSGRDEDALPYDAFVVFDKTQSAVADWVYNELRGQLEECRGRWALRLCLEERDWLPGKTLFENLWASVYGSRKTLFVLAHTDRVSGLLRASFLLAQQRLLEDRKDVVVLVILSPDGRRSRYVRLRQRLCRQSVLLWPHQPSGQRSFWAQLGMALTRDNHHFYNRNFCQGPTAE
The depositor's hits bear a star; ? = inconclusive; nt = no result given. The list is partial; count on the stated rates, not on these rows.

NOD2 RIPK2 PPI | ABHD5 PLIN5 PPI | Exocytosis inh | ABCB6 inh 2 | Glyco luc inh | Vif imaging | MC4R ag barr | MC4R antagonist | aDG glyco up | TLR9-MyD88 inh | structure
-2 | 4 | 13 | 94 | 1 | -6 | -2.8 | 4 | -0.7 | -21 | CCc1nnc(NC(=O)COc2ccc(N(C)S(=O)(=O)c3ccc(C)cc3)cc2)s1
4 | -16 | 3 | 94 | -1 | -8 | -2.8 | 3 | 0.4 | 0 | Fc1ccccc1/C=C1\CCCC2=C1NC(=S)NC2c1ccccc1F (stereo not given)
-4 | -9 | -4 | 100 | 4 | 6 | -1.2 | 6 | -0.3 | 6 | O=C(O)Cc1sc(-c2ccccc2Cl)nc1-c1ccccc1
-12 | -10 | -5 | 97 | 1 | -4 | -1.0 | -4 | -0.1 | 4 | Cc1ccnc(NS(=O)(=O)c2ccc(NC(=O)Cc3ccc(F)cc3)cc2)n1
-6 | 2 | -1 | 107 | 0 | 1 | -1.7 | 1 | 0.2 | 16 | C/C(C=O)=C/c1ccccc1
-1 | -4 | -2 | 100 | -8 | nt | 5.0 | 12 | 0.4 | -14 | N/C(=N\OC(=O)/C=C/c1ccccc1)c1ccccc1
5 | 3 | -9 | 96 | -2 | 0 | -1.1 | 2 | 0.1 | 0 | COc1ccc(Cc2nnc(SCC(=O)N(c3ccccc3)C(C)C)n(N)c2=O)cc1
-1 | -1 | 1 | 131 | -2 | 98* | 8.1 | -12 | 1.2 | 12 | COc1ccc(/C=N/Nc2ccc([N+](=O)[O-])cc2)cc1Cn1cc([N+](=O)[O-])cn1
1 | 1 | -4 | 99 | -1 | 7 | -1.7 | 13 | 0.0 | -5 | CC(c1ccccc1)C1CC(=O)N(c2cc(Cl)ccn2)C1=O (stereo not given)
2 | -4 | 2 | 92 | -7 | -13 | -2.9 | -1 | 0.0 | 12 | O=c1n(Cc2ccccc2)c2cc(Cl)cnc2n1Cc1ccccc1
2 | 3 | 0 | 105 | 0 | -22 | 1.9 | -2 | -0.1 | -12 | COc1ccc(-n2c(SCC(=O)Nc3nccs3)nc3sc4c(c3c2=O)CCN(C)C4)cc1
7 | -5 | 1 | 92 | 5 | 1 | 0.6 | -4 | 0.0 | 14 | COc1cc(C2C(C(=O)OC(C)C)=C(C)Nc3[nH]c(=O)[nH]c(=O)c32)ccc1O (stereo not given)
0 | 3 | -8 | 121 | 6 | 2 | 2.2 | 4 | 0.1 | 2 | Cc1ccc2c(C(=O)CSc3ccccc3)c(C)[nH]c2c1
-10 | -1 | -1 | 100 | -10 | -5 | -2.9 | 7 | 0.0 | -7 | O=C(c1ccco1)N1CCN(C(=O)C2CCCc3c2[nH]c2ccc(Cl)cc32)CC1 (stereo not given)
3 | -12 | -6 | 95 | 1 | -1 | 0.8 | 8 | 0.1 | 8 | O=C(CNC(=O)c1ccc(Cl)cc1Cl)OCCOc1ccccc1F
-2 | -1 | 0 | 353 | -8 | -1 | 0.1 | 7 | 0.2 | -7 | COc1ccc2nc(C)cc(SCC(=O)N3CCCCC3)c2c1
-2 | 5 | -5 | 104 | 1 | 7 | 0.4 | -3 | 0.1 | 0 | Cc1ccnc(SC2CC(=O)N(c3ccccc3)C2=O)n1 (stereo not given)
-13 | 13 | 4 | 103 | 0 | -1 | 0.2 | 7 | 0.2 | 2 | OCCNCC1(O)C2CC3CC(C2)CC1C3 (stereo not given)
-1 | 0 | 3 | 106 | -2 | -14 | -0.8 | 8 | -0.1 | -9 | Nc1nnn(CC(=O)N/N=C/c2ccccc2)n1
3 | 2 | 18 | nt | nt | nt | nt | nt | -0.2 | nt | Cn1cc([C@]2(O)C(=O)Nc3ccc(Br)cc32)c2ccccc21
1 | 5 | 0 | 102 | 1 | 17 | 1.9 | 3 | 0.1 | -5 | COc1ccc(N2C(=O)c3ccccc3C(C)(C)C2=O)cc1
2 | 1 | -5 | 99 | 4 | -4 | -0.2 | 1 | 0.0 | 2 | CN1C(C(=O)NCc2ccccc2)CC2Cn3c(nc4ccccc43)C21 (stereo not given)
-7 | 3 | 11 | 96 | 0 | 6 | 0.1 | 10 | 0.1 | -5 | Cc1ccnc(Cc2ccccc2)n1
9 | 7 | 7 | 91 | -2 | 4 | -2.3 | 0 | 0.2 | 3 | O=C(NC(=S)Nc1ccc(Cl)cn1)c1cc([N+](=O)[O-])ccc1N1CCOCC1
-10 | 4 | -5 | 101 | 0 | 14 | 2.4 | -2 | -0.1 | 12 | CC(C)(C)NCC(O)Cn1cc(C=O)c2ccccc21 (stereo not given)
5 | 5 | -5 | 104 | -3 | 8 | -0.7 | 10 | 0.0 | nt | COc1ccc(CNC(=O)c2cn(Cc3ccccc3F)c(=O)s2)cc1
-11 | 6 | -4 | 99 | 0 | 43 | -0.7 | 3 | 0.0 | 11 | O=C(c1cccc(NS(=O)(=O)c2cccc([N+](=O)[O-])c2)c1)N1CCOCC1
0 | -8 | -5 | 92 | 0 | -11 | 0.0 | -4 | 2.2 | -4 | CCOC(=O)c1c(C)[nH]c(C=O)c1Cc1cccc(Cl)c1
-7 | 7 | 1 | 99 | -1 | 15 | 0.4 | 5 | 0.0 | -1 | O=C(CNC(=O)c1ccc(Br)o1)OCc1ccc(Br)cc1
-5 | 2 | 4 | 102 | 4 | 4 | -2.4 | 0 | 0.1 | 5 | CN1CCN(CC(=O)O)CC1
5 | 3 | 1 | 105 | -1 | nt | 1.0 | 21 | -0.2 | -9 | c1nc(NC2CCCCCC2)c2[nH]cnc2n1
3 | 0 | ? | 98 | 1 | 3 | -2.0 | 10 | 0.1 | 6 | COc1ccccc1C(=O)N1CCN(c2ccccn2)CC1
-8 | 8 | -15 | 99 | 2 | -2 | 0.6 | 13 | 0.2 | -15 | Cc1ccccc1NC(=O)C(C)OC(=O)C1CC(=O)N(Cc2ccco2)C1 (stereo not given)
-9 | 2 | 18 | 93 | 0 | 0 | -1.0 | 19 | 0.5 | 1 | CC(=O)[C@@H]1[C@@H](C)N(Cc2ccccc2)C(=O)N[C@H]1c1cccc(C(F)(F)F)c1
-2 | 4 | -1 | 96 | 5 | 0 | -1.9 | 8 | -0.2 | -7 | Cn1c(=O)n(C)c2cc(S(=O)(=O)Nc3ccccc3O)ccc21
-16 | 10 | 2 | 100 | 2 | nt | -1.0 | 0 | -0.1 | 1 | Cc1ccccc1-c1ccnc2[nH]n(-c3ccccc3)c(=O)c12
-9 | -2 | -1 | 93 | 0 | 1 | -2.8 | 1 | -0.1 | -9 | CCOc1ccccc1NC(=O)CN1C(=O)C(C)SC(C)C1=O (stereo not given)
2 | -1 | -4 | 93 | 7 | -3 | -0.9 | -4 | -0.1 | 8 | Cn1c(SCc2c(F)cccc2Cl)nnc1-c1cnccn1
-7 | -8 | 7 | 92 | -5 | nt | nt | nt | 0.1 | nt | Cc1ccc(Cc2c(-c3ccc(F)cc3)nc3ccc(Br)cn23)cc1
0 | -4 | -4 | 103 | 3 | -6 | -2.0 | 5 | -0.1 | 7 | COc1cc2oc3ccccc3c2cc1N(CC(=O)N(C)C)S(=O)(=O)c1ccc(C)cc1
-2 | -1 | -4 | 86 | 3 | -5 | -1.6 | -2 | -0.1 | -6 | COc1cc(C(=O)Nc2ccc(S(=O)(=O)NC(C)C)cc2)cc(OC)c1OC
-2 | 0 | 21 | 97 | 1 | -8 | -2.2 | 2 | -0.2 | -5 | COC(=O)c1c(-c2c(Cl)cccc2Cl)noc1NC(=O)NN1CCOCC1
-1 | 1 | -2 | 96 | -1 | nt | -1.3 | 2 | 0.0 | -6 | CN(C)C(=O)CCc1ccc2c3c([nH]c2c1)[C@]1(C)[C@@H](C(=O)N2CCCCC2)C[C@H](CC(=O)NC(C)(C)C)C(=O)N1CC3
-4 | 3 | -2 | 98 | -6 | -4 | -2.1 | 0 | 0.6 | 3 | CN(C)Cc1ccc(CNC(=O)c2ccc(Cl)c(S(=O)(=O)NC3CC3)c2)cc1
7 | 0 | -3 | 97 | 1 | 17 | -1.8 | -3 | -0.1 | -6 | CC(=O)c1cccc(NC(=O)Cn2cnc(S(=O)(=O)N3CCOCC3)c2)c1
6 | -7 | -1 | 103 | 4 | 1 | -2.3 | 13 | 0.1 | -7 | S=C(Nc1ccc(Cl)cc1)Nc1ccc2cn[nH]c2c1
-7 | 1 | 4 | 96 | -1 | -6 | -3.4 | 5 | 0.1 | 1 | O=C(NCCS(=O)(=O)N1CCN(c2ccccc2)CC1)c1ccc2c(c1)OCO2
7 | 6 | -1 | 89 | -1 | -18 | -1.3 | -4 | 0.3 | 4 | Cc1ccc(OCC(=O)N/N=C\c2ccc(O)cc2)c([N+](=O)[O-])c1
4 | 0 | -6 | 99 | 3 | -4 | -0.2 | 5 | 0.0 | -4 | CSCC(=O)N1CCC(CCC(=O)NC2CC2)CC1
-4 | -3 | -3 | 102 | 6 | -3 | -0.5 | 5 | -0.2 | nt | C=Cc1ccc(Cn2c(C)c(C(=O)NCCC#N)sc2=O)cc1
-15 | 4 | 0 | 99 | 1 | nt | 2.0 | 5 | 0.3 | -8 | O=C(Nc1ccccc1F)C1CCN(C(=O)Cc2ccccc2)CC1
-3 | -5 | -1 | 102 | 3 | -1 | 1.8 | 14 | -0.5 | 7 | CN(c1ccccc1)S(=O)(=O)c1nnc(NC(=O)COc2ccccc2)s1
5 | 25* | 58* | 101 | 0 | -13 | 0.2 | -1 | 5.6 | -4 | COc1ccc(-c2nc(CN3CCN(c4cc(C)nc(C)c4)CC3)c(C)o2)c2ccccc12
13 | -2 | 17 | 107 | 0 | 4 | 2.9 | -3 | -0.1 | 4 | CCCC(=O)NC(c1ccccc1)c1c(O)ccc2ccccc12 (stereo not given)
1 | -3 | 0 | 94 | -1 | 14 | -1.8 | 21 | -0.3 | 3 | O=C(CNC(=O)c1ccc(Br)cc1)OCC(=O)c1ccccc1
-1 | 4 | -6 | 91 | -1 | 3 | -0.2 | -3 | 0.0 | nt | NCCc1nnc(SCc2ccccc2Cl)o1
-7 | -10 | 5 | 105 | -2 | ? | 1.9 | 3 | -0.2 | -8 | O=C(CNS(=O)(=O)c1ccc(F)cc1)N1CCOCC1
-6 | 7 | 0 | 99 | 0 | 1 | 1.0 | 0 | -0.2 | -4 | COc1ccc(C2CC(=O)C=C(NNS(=O)(=O)c3ccc(C)cc3)C2)cc1 (stereo not given)
-5 | 0 | 4 | 98 | -6 | 13 | -1.0 | 2 | 0.2 | 4 | CCCOC(=O)c1ccc(-c2ccc(C=O)o2)cc1
7 | 5 | 0 | 96 | 0 | 2 | -0.6 | 14 | 0.2 | -13 | CCC(C(=O)NCc1cccnc1)c1ccccc1 (stereo not given)
